Mito fusion yeast: mitochondrial division inhibition or fusion activation. S. cerevisiae fusion-defective mutant growth rescue, CellTiterGlo 48 h. 0.23% of 320,000 active. Potency, µM (series often up to 46.1 µM), inactives show top-dose growth rescue (activation), most hits filed as activators;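 note: potency is the fitted concentration of half-maximal effect; % of control where 0% means no effect; nearly all actives have a fitted effect of over 45% in size; temperature-sensitive fusion mutants such as fzo1-1 at 37 °C on non-fermentable ethanol glycerol medium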
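Read-out: ATP-based luminescence (CellTiterGlo, 10 min ambient) reporting growth of fusion-defective ts yeast after 48 hours at 37C on glycerol/ethanol YPEG medium in the presence of compound.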
TSG101-PTAP inh: blocks PTAP/TSG101 interaction to inhibit HIV-1 budding. Fluorescence polarization, FITC-PTAP peptide / Tsg101 binding. Potency, µM (highest dose often 115 µM), for inactives: at the top dose activity change, negative = inhibition, most hits filed as inhibitors. AID 493005. 340,000 tested, under 10 active. Q99816; active = well fitted inhibition curve with a large enough effect in the main read-out, with a control signal flat, not every such curve was filed as active; inconclusive = small, poorly fitted or top-dose-only effect, or effect the other way, or a change in a side signal; inactive = no such curve, though single readings can be large or run the other way; note: potency is the fitted concentration of half-maximal effect; % of control where 0% means no effect
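Compounds were pin-transferred onto Tsg101 binding domain (10 uM final) in HEPES pH 7.5 buffer, then FITC-PTAP peptide was added at 50 nM final. After 20 min at RT, polarization reported peptide displacement across a qHTS concentration series.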
TSHR antag: blocks TSH signaling through the human TSH receptor | 0.2% of 330,000 active | AID 504810 | TSHR-expressing cells, TSH-stimulated cAMP HTRF, 2 h; hits give low values | activity change, negative = inhibition, % at 11.5 µM | P16473;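 active = activity change below a set negative limit, meaning inhibition stronger than a set level, cut at about -70% in these data; inconclusive = activity change between two set negative limits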; note: % is set by controls: 0 for no effect and ±100 for the full control effect
Target sequence (P16473 whole entry, looked up): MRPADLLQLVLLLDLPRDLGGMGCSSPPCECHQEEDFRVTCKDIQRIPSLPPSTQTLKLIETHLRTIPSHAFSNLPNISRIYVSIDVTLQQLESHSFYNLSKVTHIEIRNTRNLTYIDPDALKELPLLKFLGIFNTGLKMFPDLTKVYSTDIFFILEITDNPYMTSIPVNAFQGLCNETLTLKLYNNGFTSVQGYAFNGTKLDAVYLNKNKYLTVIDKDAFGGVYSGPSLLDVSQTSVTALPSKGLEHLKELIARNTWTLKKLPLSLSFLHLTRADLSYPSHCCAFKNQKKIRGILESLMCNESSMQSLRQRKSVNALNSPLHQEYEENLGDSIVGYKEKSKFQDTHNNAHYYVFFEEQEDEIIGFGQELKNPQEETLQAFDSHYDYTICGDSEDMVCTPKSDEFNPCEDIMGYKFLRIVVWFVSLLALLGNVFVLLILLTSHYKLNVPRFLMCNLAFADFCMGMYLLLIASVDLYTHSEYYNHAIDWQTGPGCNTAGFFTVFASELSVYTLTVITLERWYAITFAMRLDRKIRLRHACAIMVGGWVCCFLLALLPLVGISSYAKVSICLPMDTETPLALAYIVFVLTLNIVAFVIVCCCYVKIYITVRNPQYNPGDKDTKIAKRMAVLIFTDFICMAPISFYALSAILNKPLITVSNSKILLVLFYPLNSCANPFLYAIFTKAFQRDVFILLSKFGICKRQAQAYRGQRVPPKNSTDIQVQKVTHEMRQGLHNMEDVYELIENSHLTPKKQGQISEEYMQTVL
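Freshly harvested TSHR cells receive pin-tooled compound, then EC80 TSH at 4nM final. After 2 hours at 37 deg C, antibody in lysis buffer and cAMP-d2 are added; 30 minutes at ambient temperature precede the HTRF read.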
S-ASM inh: blocks human secretory acid sphingomyelinase. placental ASM, HMU-PC fluorogenic substrate, 60 min. Potency, µM (doses to about 57.5 µM), for the others: at the highest dose activity change, negative = inhibition, most hits filed as inhibitors. 0.006% of 340,000 active. AID 504937; note: potency is the fitted concentration of half-maximal effect
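Fluorescence read-out (Ex 386 nm, Em 447 nm) after stopping the reaction at pH 10. Enzyme: ASM from human placenta; substrate HMU-PC0, 9 uM final; 60 min, 37 °C. Compound preincubation 10 min, ambient temperature.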
CXXC DNA block: blocks binding of human MLL CXXC domain to DNA. Q03164. MLL-CXXC / FITC-HOXA9 DNA fluorescence polarization. 0.037% of 290,000 active. Potency, µM (series often up to 115 µM), for the others: at the highest dose activity change, negative = inhibition, hits mostly inhibitors; active = well fitted inhibition curve with a large enough effect in the polarisation, with a control signal flat, not every such curve was filed as active; inconclusive = small, poorly fitted or top-dose-only effect, or effect the other way, or a change in a side signal; inactive = no such curve, though single readings can be large or run the other way; the % refers to the polarisation; note: potency is the fitted concentration of half-maximal effect
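Steps: dispense CXXC domain solution (7 uM) → pin compounds or unlabeled HOX-A9 DNA control → 5 min ambient → add FLSN-HOX-A9 solution (50 nM) → spin → 30 min ambient → fluorescence polarization. Tris pH 7.5/NaCl/DTT/BSA buffer.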
MBNL1-CUG inh: inhibitors of human MBNL1 binding to CUG repeat RNA; AID 2675; TR-FRET MBNL1-His/biotin-(CUG)12 binding, 665/545 ratio; Q9NR56; 0.036% of 280,000 active; Potency, µM (titrated, usually from 57.5 µM), for the others: at the highest dose activity change, negative = inhibition, most hits filed as inhibitors; active = well fitted inhibition curve with a large enough effect in the signal ratio, with a control signal flat, not every such curve was filed as active; inconclusive = small, poorly fitted or top-dose-only effect, or effect the other way, or a change in a side signal; inactive = no such curve, though single readings can be large or run the other way; the % refers to the signal ratio; note: potency is the fitted concentration of half-maximal effect; % is set by controls: 0 for no effect and ±100 for the full control effect
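MBNL1-His + Biotin-(CUG)12, cpd titration 92 nM–58 uM; Tb anti-His Ab 0.055 ng/ul, SA-XL665 5 nM (final); 60 min RT; ratiometric 665/545 nm, Ex 340 nm; normalized to buffer and full-complex controls.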
Menin MLL FP TR: inhibitors of human menin-MLL interaction, mutant MLL peptide; AID 1768; 0.23% of 270,000 active; Menin + Texas Red MLL mutant peptide, fluorescence polarization; Potency, µM (titrated, usually from 61.6 µM), for the others: at the highest dose FP activity change, negative = inhibition, usual class: inhibitors; active = well fitted inhibition curve with a large enough effect in the polarisation, with a control signal flat, not every such curve was filed as active; inconclusive = small, poorly fitted or top-dose-only effect, or effect the other way, or a change in a side signal; inactive = no such curve, though single readings can be large or run the other way; the % refers to the polarisation; note: potency is the fitted concentration of half-maximal effect; % of control where 0% means no effect; many of its hits are not listed in these tables
TCR act: activates T cell receptor signaling; primary human leukocytes, anti-CD3, IL-2 HTRF, 48 h; 330,000 tested, under 10 active; Potency, µM (top dose mostly 9.22 µM), for the others: at the highest dose activation of IL-2 secretion, most hits filed as activators; note: % of control where 0% means no effect
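IL-2 release read by HTRF sandwich (Eu cryptate donor, d2 acceptor, 665 nm emission) after 48 hr exposure of primary human leukocytes to compound together with anti-CD3 beads in the absence of co-stimulatory signals.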
a7 integrin act: activates integrin-mediated alleviation for muscular dystrophy. 0.064% of 350,000 active. Potency, µM (doses to about 38.3 µM), without a hit: at the top dose activation, most hits filed as activators. alpha7betagal myoblasts, beta-gal FDG fluorescence, 48 h. AID 624291;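 note: potency is the fitted concentration of half-maximal effect; 100% = response of the positive control SU9516; nearly all actives have a fitted effect of over 60% in size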
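alpha7betagal+/- myoblasts (passage 13, 250/well) treated 48 h at 37C with compounds at 1:260 dilution of DMSO stock. Lysed, then beta-galactosidase activity read as FDG fluorescence (ex 480/em 540) after 30 min, with pre-read for autofluorescence.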
AT treatment: potential ataxia-telangiectasia treatments restoring KAP-1 phosphorylation. […] A-T fibroblasts, KAP-1 phosphorylation AlphaLISA; neocarzinostatin DNA damage 30 min before lysis. Potency, µM (top dose mostly 57.5 µM), for the others: at the highest dose activation, usual class: activators. 0.19% of 320,000 active; note: potency is the fitted concentration of half-maximal effect; % of control where 0% means no effect; nearly all actives have a fitted effect of over 45% in size
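hTERT-immortalized A-T patient fibroblasts ([…]), 500 cells/well in OPTI-MEM, 1% FBS, got compounds for 60 min, then NCS for 30 min at 37C. Lysates were then assayed for phospho-KAP-1 by AlphaLISA (anti-pKAP1 donor, anti-KAP1 acceptor beads), 6 hr at 25C.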
Numbers without * were called inactive; [ ] = remark or other dose. Unless noted, calls come from the whole dose curve; as a rule, active = well fitted curve in the direction sought with a large enough effect; inconclusive = small, poorly fitted or top-dose-only effect, or another doubt; inactive = no such curve, though single readings can be large; an effect the other way counts as inactive or inconclusive. These rows are one share of the data; rates above refer to the full screens.

Results for Nc1ncnc2c1ncn2[C@@H]1O[C@H](CNCc2ccccc2OC2OC(CO)C(O)C(O)C2O)[C@@H](O)[C@H]1O (some centres not stated) ?
TSG101-PTAP inh: -2%; TSHR antag: 3; S-ASM inh: 6%; TCR act: -7%[46.1 µM]; a7 integrin act: 18%; AT treatment: 13%

Results for CN(C(=O)COC(=O)c1n[nH]c2ccccc12)C1CCS(=O)(=O)C1 (configuration not stated) ?
Mito fusion yeast: -2%; TSG101-PTAP inh: -2%; TSHR antag: -4; S-ASM inh: 2%; CXXC DNA block: 3%; MBNL1-CUG inh: -10%; Menin MLL FP TR: -2%; TCR act: -2%[46.1 µM]; a7 integrin act: -1%; AT treatment: 4%

How did CCOc1c2ccc(C(=O)NCc3ccco3)cc2nn1CC do in these assays?
Mito fusion yeast: -2%; TSG101-PTAP inh: -1%; TSHR antag: -2; S-ASM inh: 30%; CXXC DNA block: -18%; MBNL1-CUG inh: 19%; Menin MLL FP TR: 1%; TCR act: -1%; a7 integrin act: 17%; AT treatment: 0%

Results for O=C(O)c1ccc(NC(=O)c2cn(-c3ccccc3)nc2-c2ccc(Br)cc2)cc1 ?
Mito fusion yeast: 0%; TSG101-PTAP inh: -9%; TSHR antag: -10; S-ASM inh: -12%; CXXC DNA block: -10%; MBNL1-CUG inh: -10%; Menin MLL FP TR: inconclusive; TCR act: 6%; a7 integrin act: -40%; AT treatment: 5%

How did CCc1cc(=O)oc2cc(C)cc(OCC(=O)NC(Cc3c[nH]c4ccc(O)cc34)C(=O)O)c12 (configuration not stated) do in these assays?
Mito fusion yeast: -2%; TSG101-PTAP inh: -1%; TSHR antag: 9; S-ASM inh: -3%; CXXC DNA block: 14%; MBNL1-CUG inh: -6%; Menin MLL FP TR: -19%; TCR act: 1%; a7 integrin act: 0%; AT treatment: -9%

How did N#CCCN(C(=O)COC(=O)CCC(=O)c1ccc(F)cc1)c1ccccc1 do in these assays?
Mito fusion yeast: -4%; TSG101-PTAP inh: -4%; TSHR antag: 2; S-ASM inh: -8%; TCR act: 4%; a7 integrin act: -10%; AT treatment: 0%

How did O=C1CCN(CCc2ccccc2)CCN1[C@H](COc1ccccc1)Cc1ccccc1 do in these assays?
Mito fusion yeast: 21%; TSG101-PTAP inh: -5%; TSHR antag: -20; S-ASM inh: 14%; CXXC DNA block: 6%; MBNL1-CUG inh: -7%; Menin MLL FP TR: -11%; TCR act: -2%; a7 integrin act: -45%[inhibitor]; AT treatment: 6%

Results for COc1ccc(/C=N/Nc2ccccc2C(=O)O)cc1 ?
Mito fusion yeast: 5%; TSG101-PTAP inh: 0%; TSHR antag: -4; S-ASM inh: -2%; CXXC DNA block: 7%; MBNL1-CUG inh: 0%; Menin MLL FP TR: inconclusive; TCR act: 4%; a7 integrin act: inconclusive; AT treatment: -4%

Results for CCC(=O)N1CCN=C1SCc1ccc(Cl)cc1 ?
Mito fusion yeast: -1%; TSG101-PTAP inh: -2%; TSHR antag: -8; S-ASM inh: -1%; CXXC DNA block: 0%; MBNL1-CUG inh: 1%; Menin MLL FP TR: -4%; TCR act: 1%; a7 integrin act: 12%; AT treatment: 11%

How did CCN1C(=O)[C@@H]2[C@@H](c3ccc(-c4ccc5c(c4)OCO5)cc3)N3CCCC[C@@]3(C(=O)OC)[C@@H]2C1=O do in these assays?
Mito fusion yeast: inconclusive; TSG101-PTAP inh: -6%; TSHR antag: -28; S-ASM inh: -2%; TCR act: -12%; a7 integrin act: 0%; AT treatment: 14%

How did CN1C(=O)c2ccc(C(=O)Nc3cccnc3)cc2C1=O do in these assays?
Mito fusion yeast: 2%; TSG101-PTAP inh: 0%; TSHR antag: 5; S-ASM inh: -1%; CXXC DNA block: -5%; MBNL1-CUG inh: inconclusive; TCR act: -8%; a7 integrin act: inconclusive; AT treatment: 3%

What do the screens show for `CC(C)CN(C(=O)COC(=O)C12CC3CC(CC(O)(C3)C1)C2)C1CCS(=O)(=O)C1` (configuration not stated)?
Mito fusion yeast: -5%; TSG101-PTAP inh: -2%; TSHR antag: 3; S-ASM inh: -1%; CXXC DNA block: 6%; MBNL1-CUG inh: -10%; Menin MLL FP TR: -5%; a7 integrin act: 12%; AT treatment: 8%

What do the screens show for `CCCCC(=O)Nc1cc(OC)c(NC(=S)NC)cc1OC`?
Mito fusion yeast: 2%; TSG101-PTAP inh: -1%; TSHR antag: 5; S-ASM inh: 4%; CXXC DNA block: 1%; MBNL1-CUG inh: -1%; Menin MLL FP TR: -1%; TCR act: 0%; a7 integrin act: 22%; AT treatment: -3%

What do the screens show for `CCOC(=O)C1CCN(C(=O)C2CCN(S(=O)(=O)c3cccc4nsnc34)CC2)CC1`?
Mito fusion yeast: -1%; TSG101-PTAP inh: -1%; TSHR antag: 31; S-ASM inh: 1%; CXXC DNA block: 6%; MBNL1-CUG inh: inconclusive; TCR act: -9%; a7 integrin act: 0%; AT treatment: 9%

How did Cc1noc(C)c1CSCC(=O)OCc1nc2ccccc2c(=O)n1CC#N do in these assays?
Mito fusion yeast: 0%; TSG101-PTAP inh: -5%; TSHR antag: 3; S-ASM inh: 0%; CXXC DNA block: 0%; MBNL1-CUG inh: 13%; Menin MLL FP TR: 1%; a7 integrin act: -16%; AT treatment: 2%

How did Cc1ccccc1OCC(=O)NNC(=O)C1CCN(c2ncnc3sc(C)c(C)c23)CC1 do in these assays?
Mito fusion yeast: 0%; TSG101-PTAP inh: -1%; TSHR antag: -26; S-ASM inh: -3%; TCR act: -2%; a7 integrin act: -5%; AT treatment: -13%

Results for CC1=C(C(N)=O)C(c2cccs2)n2nc(-c3cccc(Cl)c3)nc2N1 (configuration not stated) ?
Mito fusion yeast: 1%; TSG101-PTAP inh: -5%; TSHR antag: -22; S-ASM inh: -1%; CXXC DNA block: -1%; MBNL1-CUG inh: -1%; Menin MLL FP TR: 23%; a7 integrin act: 8%; AT treatment: 0%

What do the screens show for `CCOc1ccc(NC(=O)CN2C(=O)NC3(CCCC3)C2=O)cc1S(=O)(=O)N1CCCCC1`?
Mito fusion yeast: 2%; TSG101-PTAP inh: -1%; TSHR antag: -30; S-ASM inh: 1%; TCR act: 5%; a7 integrin act: inconclusive; AT treatment: -5%

What do the screens show for `Cc1nc2cc(CO)ccc2n1C`?
Mito fusion yeast: -1%; TSG101-PTAP inh: -2%; TSHR antag: -5; S-ASM inh: 18%; CXXC DNA block: -6%; MBNL1-CUG inh: 2%; Menin MLL FP TR: 2%; TCR act: 2%; a7 integrin act: -16%; AT treatment: 3%

How did Cc1nn(Cc2ccc(C(=O)N3CCCC3)o2)c(C)c1[N+](=O)[O-] do in these assays?
Mito fusion yeast: 1%; TSG101-PTAP inh: -4%; TSHR antag: 13; S-ASM inh: 3%; CXXC DNA block: -2%; MBNL1-CUG inh: -1%; Menin MLL FP TR: 1%; TCR act: -3%; a7 integrin act: inconclusive; AT treatment: 2%

What do the screens show for `Cc1cc(C)nc(N2CCC(C(=O)NC3CCCc4ccccc43)CC2)n1` (configuration not stated)?
Mito fusion yeast: -1%; TSG101-PTAP inh: -4%; TSHR antag: -15; S-ASM inh: 3%; CXXC DNA block: 9%; MBNL1-CUG inh: -5%; Menin MLL FP TR: 10%; a7 integrin act: -17%[7.66 µM]; AT treatment: 9%

Results for Cc1c(NS(=O)(=O)c2ccc(Br)cc2)c(=O)n(-c2ccccc2)n1C ?
Mito fusion yeast: -1%; TSG101-PTAP inh: -5%; TSHR antag: -24; S-ASM inh: 1%; CXXC DNA block: 1%; MBNL1-CUG inh: -3%; Menin MLL FP TR: inconclusive; TCR act: 7%; a7 integrin act: -6%; AT treatment: 6%

Results for O=C(C[C@@H]1C/C=C\CCCC(=O)OC[C@@H]2CCCN2C1=O)N[C@H](CO)Cc1ccccc1 ?
TSHR antag: -10; S-ASM inh: 0%; TCR act: -2%; a7 integrin act: -13%; AT treatment: 4%

How did Cc1ccc2nc(NC(=O)c3ccc(-c4nc5ccccc5s4)s3)sc2c1 do in these assays?
Mito fusion yeast: -4%; TSG101-PTAP inh: 3%; TSHR antag: 4; S-ASM inh: 38%[activator]; CXXC DNA block: 25%; MBNL1-CUG inh: 1%; Menin MLL FP TR: -1%; TCR act: 4%; a7 integrin act: 13%; AT treatment: 25%
